GPR35 antagonists: inhibition of zaprinast-stimulated GPR35 beta-arrestin translocation – imaging, U2OS, beta-arrestin-GFP, zaprinast agonist, primary screen (AID 2058). U2OS GPR35 beta-arrestin-GFP translocation imaging, zaprinast antagonism; higher % means a stronger effect. inhibition, % at 10 µM, or IC50 in µM where a hit was titrated. 0.052% of 290,000 active;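 active = inhibition of at least 50% with at least 30 cells and total cytoplasm GFP at most 10,000,000; inconclusive = under 30 cells or total GFP of 10,000,000 plus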
NTR1 ag: NTR1-driven beta-arrestin-GFP spot formation – imaging, U2OS cells, high content, primary screen (AID 493036); agonist mode; activation, % at 20 µM; 0.17% of 330,000 active;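 active = activation at or above 40% of the spot to cytoplasm intensity ratio, with at least 20 cells analyzed; inconclusive = wells under 20 cells, flagged as cytotoxic or low count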;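 also: 0% = DMSO without peptide and 100% = 100 nM NTR1 peptide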
Target sequence (P30989 whole entry, looked up): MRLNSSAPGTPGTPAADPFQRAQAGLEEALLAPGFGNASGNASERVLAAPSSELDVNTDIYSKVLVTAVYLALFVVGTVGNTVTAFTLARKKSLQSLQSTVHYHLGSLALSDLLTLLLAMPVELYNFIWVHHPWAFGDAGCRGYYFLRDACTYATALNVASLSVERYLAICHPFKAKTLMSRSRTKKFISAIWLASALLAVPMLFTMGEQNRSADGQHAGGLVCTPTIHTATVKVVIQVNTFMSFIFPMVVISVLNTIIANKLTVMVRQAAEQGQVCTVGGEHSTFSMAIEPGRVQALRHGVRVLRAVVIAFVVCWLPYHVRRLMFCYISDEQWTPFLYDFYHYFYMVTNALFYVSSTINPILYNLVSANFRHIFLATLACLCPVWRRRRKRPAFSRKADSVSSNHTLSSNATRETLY
UTI89 phage lysis: protection from phage-mediated lysis, alamar blue read-out – E. coli UTI89, K1F phage, bacterial capsule biogenesis inhibitors (AID 488966). E. coli UTI89 K1F phage lysis, alamar blue, 2 h; higher % means a stronger effect. inhibition, % at 100 µM; hits with a dose series show IC50 in µM. 0.02% of 340,000 active;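 active = phage lysis inhibition, versus mean bacterial control, above a set limit; inconclusive = no clear call, values can overlap the other calls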;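 also: capsule biogenesis inhibitors block K1F phage lysis so surviving cells raise fluorescence; higher fluorescence means more inhibition of phage lysis; actives were called in the ten point dose series up to 300 µM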
AID2073: disruptors of CaV2.2 binding to Mint1 – biochemical, HTRF (AID 2073); HTRF protein-protein interaction, Mint1-CaV2.2; higher % means a stronger effect; 0.19% of 290,000 active; inhibition, % at 20 µM; hits with a dose series show IC50 in µM; in the data active = inhibition mostly above about 51%, no sharp cut-off; inconclusive = no clear call, values can overlap the other calls; inactive = mostly below about 53%; also: some results filed as inactive read as strong as hits
RSV CPE inhibition: RSV antiviral activity via CPE protection, HEp-2 cells, primary 10 µM value included (AID 2391) | HEp-2 cells, RSV-induced CPE inhibition; higher % means a stronger effect | one-dose CPE inhibition, % at 10 µM; IC50 in µM for titrated hits | 0.13% of 310,000 active; in the data active = a potency from the dose series; inconclusive = CPE inhibition mostly from about 23% at the one dose, without a potency; inactive = the rest, 99 in 100 with CPE inhibition below about 21%; also: strong numbers were not always called active
WT yeast gro inh: growth inhibition of WT yeast, mitochondrial fusion screen; mitochondrial fusion phenotypic screen, WT strain; inhibition, % at 10 µM; 2.1% of 190,000 active; AID 1362; in the data active = inhibition above about 58%; tested in S. cerevisiae
Autophagy mod: alters autophagy in cells. calls only at 10 µM (by protocol). 0.98% of 190,000 active. MEF GFP-LC3 puncta imaging; test concentration mostly 10 µM;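 active = percentage of spot-positive cells more than 3 SD above its plate mean, without a fluorescence outlier flag or 80% toxicity; inconclusive = no clear call, values can overlap the other calls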;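 also: spot-positive cell cutoff set from DMSO-treated cells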
NS5 inhibitors: Dengue-2 NS5 methyltransferase inhibitors, primary screen, biochemical, confirmation dose response (AID 588689) | 0.3% of 340,000 active | Dengue-2 NS5 methyltransferase capping enzyme assay, biochemical; higher % means a stronger effect | one-dose inhibition, % at 25 µM; IC50 in µM for titrated hits; in the data active = a potency from the dose series; inconclusive = inhibition above about 29% without an active follow-up result
LYP phosphatase: PTPN22 lymphoid phosphatase activity blockers – biochemical, fluorescence intensity, uHTS (AID 1779) | recombinant LYP phosphatase, fluorescence intensity; higher % means a stronger effect | inhibition, % at 11.5 µM, or IC50 in µM where a hit was titrated | 0.054% of 290,000 active; in the data active = inhibition above about 50%;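 also: plate controls were vehicle with enzyme for no effect and no enzyme for full effect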
WT yeast gro inh mutant strain: also measured in WT yeast gro inh; calls as there; inhibition, %; mitochondrial fusion phenotypic screen, mutant strain inhibition
Autophagy mod cell loss 18 h: further read-out of Autophagy mod, marked with its call; toxicity, %; measured here: cell loss, nuclei count;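 cell loss after 18 h compound exposure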
NTR1 ag cell count 20 µM: recorded beside NTR1 ag, whose call it bears; cell count; measured here: cell count, cytotoxicity flag
NS5 inhibitors pilot replicate: second read-out of NS5 inhibitors, no call of its own (marks repeat the call); inhibition, %; measured here: pilot screen replicate inhibition
* = called active by the depositor; i = inactive; ? = inconclusive; . = no result given; [ ] = remark or other dose. This is a random part of the collection; 2.6% or so of the library scored in one or more.

SMILES | GPR35 antagonists | NTR1 ag | NTR1 ag cell count 20 µM | UTI89 phage lysis | AID2073 | RSV CPE inhibition | WT yeast gro inh | WT yeast gro inh mutant strain | Autophagy mod | Autophagy mod cell loss 18 h | NS5 inhibitors | LYP phosphatase | others
CCOC(=O)c1cc(C)sc1N1C(=O)C2C3C=CC(C3)C2C1=O (centres undefined) | -6% | -0.5 | 88 | 0.8% | 4% | -0.7% | -4 | -7 | i | -2 | 1% | -7% | NS5 inhibitors pilot replicate=5.0
COC(=O)C(C)Sc1ccc2nnc(-c3ccccc3)n2n1 (centres undefined) | 0% | 0.8 | 67 | -0.6% | 19% | 0.3% | -14 | 11 | i | 4 | . | -5%
CCOC(=O)CSCC(=O)N1CCC(Cc2ccccc2)CC1 | -2% | 1.6 | 39 | 0.2% | 1% | 1.0% | . | . | . | . | 3% | -6%
COc1ccc(Cl)cc1NC(=O)COC(=O)CCNC(C)=O | -10% | 0.8 | 53 | 0.2% | -7% | 0.2% | -8 | -1 | i | 27 | -2% | 2%
COCCN1CCN(C(=O)C2CCC(=O)N(CCc3ccccc3)C2)CC1 (centres undefined) | -2% | 1.5 | 69 | 1.0% | 0% | 1.5% | . | . | . | . | -5% | 1%
CCN(Cc1ccccc1)C(=S)Nc1cc(C(=O)OC)ccc1C(=O)OC | 0% | -0.2 | 64 | 0.0% | 12% | 0.8% | -6 | -3 | i | -9 | -6% | -7%
CN(C(=O)CCN1C(=O)C(C)(C)Nc2ccccc21)c1ccccc1 | 2% | -2.7 | 56 | 3.3% | -6% | 3.0% | 11 | -9 | i | 2 | -5% | -2%
CCC(CC)N1CCN(CCc2ccccc2)C(CCO)C1 (centres undefined) | 4% | -0.7 | 35 | -2.9% | -2% | -0.5% | 9 | 1 | i | -2 | 1% | -2%
CCOc1ccc(C(=O)NCC(=O)N2CCc3ccccc3C2)cc1OCC | 0% | 1.1 | 46 | 0.1% | -7% | 0.6% | -7 | -16 | i | -1 | 6% | -5%
COc1ccccc1-c1cc(C(F)(F)F)c(C#N)c(=O)[nH]1 | -16% | 0.9 | 85 | -1.2% | 14% | 5.2% | -10 | -5 | i | 5 | 3% | -14%
CCO[C@H]1OC(C(=O)N2CCOCC2)=C[C@@H](C2CC2)[C@@H]1CCCO | -11% | -0.6 | 54 | 2.7% | -4% | 0.2% | 5 | 4 | i | -7 | -2% | -9%
C=CCn1c(COc2ccc(OC)cc2)nnc1SC(C)C(=O)NC1CC1 (centres undefined) | . | 4.3 | 52 | 0.2%[50 µM] | . | 1.6% | . | . | . | . | 7% | .
COc1ccc(C(=O)Nc2ncc(C)s2)cc1S(=O)(=O)N1CCCC1 | 9% | -1.9 | 57 | -7.4% | -4% | 6.5% | 7 | 18 | i | 9 | 0% | -6%
CCOC(=O)N1CCN(CC(=O)c2c[nH]c3ccc(F)cc23)CC1 | 24% | . | . | . | 13% | . | -5 | 5 | i | -14 | . | -1%
CC1CCCN(CCOc2ccc3ccccc3c2Br)C1 (centres undefined) | -3% | 17 | 63 | -2.2% | -6% | -0.2% | 59 | 65 | i | 18 | 1% | -6%
CCOc1ccc(N2C(=O)Nc3ccc(Br)cc3C2(O)C(=O)NCCN(C)C)cc1 (centres undefined) | 5% | 0.0 | 46 | -0.1% | -1% | 0.3% | . | . | . | . | -10% | -7%
Nc1cc(C(F)(F)F)ccc1N1CCOCC1 | 3% | 3.9 | 61 | 0.6% | -19% | -0.6% | -7 | -3 | i | -5 | 1% | -3%
O=C(O)Cn1c(SCCOc2ccc(Cl)cc2)nc2ccccc21 | 8% | -0.1 | 67 | 0.0% | 11% | 2.1% | . | . | . | . | -5% | 0%
COc1cccc(C2c3c(-c4cc(Cl)c(C)cc4O)n[nH]c3C(=O)N2Cc2cccnc2)c1 (centres undefined) | -2% | 9.0 | 33 | 0.0% | 2% | 7.9% | -4 | -14 | i | -6 | -1% | 1%
CC(C)(C)NC(=S)NCc1ccco1 | -2% | 0.4 | 44 | 3.1% | -2% | 2.6% | -18 | -5 | i | -7 | -16% | -5%

Seven structures out of the list, sorted by number of heavy atoms, smallest number first:
SMILES | GPR35 antagonists | NTR1 ag | NTR1 ag cell count 20 µM | UTI89 phage lysis | AID2073 | RSV CPE inhibition | WT yeast gro inh | WT yeast gro inh mutant strain | Autophagy mod | Autophagy mod cell loss 18 h | NS5 inhibitors | LYP phosphatase | others
CC(C)(C)NC(=S)NCc1ccco1 | -2% | 0.4 | 44 | 3.1% | -2% | 2.6% | -18 | -5 | i | -7 | -16% | -5%
Nc1cc(C(F)(F)F)ccc1N1CCOCC1 | 3% | 3.9 | 61 | 0.6% | -19% | -0.6% | -7 | -3 | i | -5 | 1% | -3%
O=C(O)Cn1c(SCCOc2ccc(Cl)cc2)nc2ccccc21 | 8% | -0.1 | 67 | 0.0% | 11% | 2.1% | . | . | . | . | -5% | 0%
COc1ccc(C(=O)Nc2ncc(C)s2)cc1S(=O)(=O)N1CCCC1 | 9% | -1.9 | 57 | -7.4% | -4% | 6.5% | 7 | 18 | i | 9 | 0% | -6%
C=CCn1c(COc2ccc(OC)cc2)nnc1SC(C)C(=O)NC1CC1 (centres undefined) | . | 4.3 | 52 | 0.2%[50 µM] | . | 1.6% | . | . | . | . | 7% | .
CCOc1ccc(N2C(=O)Nc3ccc(Br)cc3C2(O)C(=O)NCCN(C)C)cc1 (centres undefined) | 5% | 0.0 | 46 | -0.1% | -1% | 0.3% | . | . | . | . | -10% | -7%
COc1cccc(C2c3c(-c4cc(Cl)c(C)cc4O)n[nH]c3C(=O)N2Cc2cccnc2)c1 (centres undefined) | -2% | 9.0 | 33 | 0.0% | 2% | 7.9% | -4 | -14 | i | -6 | -1% | 1%

Further structures:
SMILES | GPR35 antagonists | NTR1 ag | NTR1 ag cell count 20 µM | UTI89 phage lysis | AID2073 | RSV CPE inhibition | WT yeast gro inh | WT yeast gro inh mutant strain | Autophagy mod | Autophagy mod cell loss 18 h | NS5 inhibitors | LYP phosphatase | others
CC(=O)Nc1nc(C)c(C(C)C)s1 | -7% | 2.0 | 65 | 0.4% | -11% | 1.4% | . | . | . | . | 2% | -5%
COc1ccc(C(=O)NCCCNC(=O)c2cc3ccccc3[nH]2)cc1OC | -4% | 0.0 | 46 | 0.1% | 7% | -0.3% | . | . | . | . | -9% | -8%
COc1ccccc1NC(=O)/C=C/c1ccc(OC)c(S(=O)(=O)N2CCOCC2)c1 | -5% | -1.2 | 50 | -0.1% | 8% | 7.1% | 15 | 1 | i | 3 | -1% | -4%
Cc1cnc(C(=O)OCC(=O)NC(C)C)cn1 | 10% | 1.4 | 60 | 1.5% | 17% | 1.2% | -15 | 3 | i | 7 | -3% | -2%
COc1cccc(N2CC(C(=O)Nc3c(C)cccc3C)CC2=O)c1 (centres undefined) | -1% | -1.2 | 38 | -0.4% | 7% | 0.9% | -11 | 2 | i | 0 | 4% | -5%
COCCCN1CC23C=CC(O2)C(C(=O)O)C3C1=O (centres undefined) | 0% | -2.6 | 55 | 0.6% | -9% | 0.7% | 6 | 7 | . | . | 0% | -8%
Nc1ccc2c(c1)OCCOCCOCCOCCOCCO2 | 0% | 1.9 | 34 | 0.3% | 3% | 0.9% | -15 | 5 | i | -12 | -3% | -4%
CCC(C)N(C(=O)COC(=O)COc1c(C)cc(C)cc1C)C1CCS(=O)(=O)C1 (centres undefined) | . | -0.7 | 56 | 0.5%[50 µM] | . | -0.6% | . | . | . | . | -3% | .
O=C(c1cc(COc2ccc(F)cc2F)on1)N1CCOCC1 | -4% | 0.4 | 67 | 0.2% | 10% | 2.7% | . | . | . | . | 4% | -9%
CS(=O)(=O)CCC(C(=O)O)N1C(=O)c2ccc(Oc3ccc(Cl)cc3)cc2C1=O (centres undefined) | -3% | 0.3 | 85 | 0.1% | 13% | 1.4% | . | . | . | . | -2% | -8%
O=C(/C=C/c1ccc(N2CCC(c3ccccc3)=N2)cc1)c1ccccc1 | ? | -3.2 | 83 | . | 46% | 9.7% | 9 | 19 | ? | . | . | -2%
Cn1c(SCc2ccccc2F)nnc1-c1ccccn1 | 7% | 1.8 | 84 | 0.8% | -1% | 2.4% | 4 | 1 | i | 14 | . | -9%
O=C(C1CCCN(Cc2ccccc2Cl)C1)N1CCCCC1 (centres undefined) | -3% | -1.0 | 96 | 0.0% | -1% | -0.1% | . | . | . | . | -6% | -9%
COC(=O)c1cc(=O)c2c([N+](=O)[O-])ccc(OC)c2o1 | 0% | 0.6 | 69 | 0.2%[50 µM] | 8% | 1.3% | -10 | -16 | i | 10 | -1% | -4%
CCNc1nc(Oc2ccc(C(=O)OC)cc2)nc(SC)n1 | -10% | 1.2 | 76 | 1.1% | -5% | 0.1% | -12 | -9 | i | 1 | -5% | -5%
CC(=O)NS(=O)(=O)c1cccnc1Nc1ccc(Cl)c(Cl)c1 | -6% | 0.3 | 48 | -0.1% | 12% | 4.2% | 16 | 11 | i | 15 | -10% | -3%
CC(=O)NCCc1nc2cc(NS(=O)(=O)c3ccccc3)ccc2n1C | -3% | -0.6 | 137 | -0.6%[50 µM] | -3% | 0.5% | . | . | . | . | -3% | -8%
Cc1ccc2cc(C(c3nnnn3C3CCCC3)N(Cc3cccnc3)Cc3ccco3)c(=O)[nH]c2c1 (centres undefined) | 0% | 2.1 | 64 | -0.1% | 32% | 5.2% | -5 | -7 | i | -59 | 1% | -2%
CC(=O)c1ccccc1C(=O)NCc1cccnc1 | -24% | 1.3 | 39 | 2.6% | 2% | -0.1% | -5 | -17 | i | 3 | -4% | -10%
CCCCC[C@H](O)/C=C/[C@H]1CCC(=O)[C@@H]1CCCCCCC(=O)N1CCCCC1CO (some centres undefined) | -5% | 24 | 72 | -1.1%[50 µM] | 5% | 3.3% | . | . | . | . | -2% | -1%
CCN(CC)CC(=O)Nc1cccc2c1C(=O)c1ccccc1C2=O | 3% | -0.5 | 90 | -0.2% | 23% | 0.4% | 16 | 5 | i | -1 | 7% | -4%
Cc1cc(C)c(C#N)c(SCC(O)COc2ccc(Br)cc2)n1 (centres undefined) | -14% | 15 | 63 | -0.4% | -4% | 20% | . | . | . | . | -3% | -6%
N#Cc1c2n(c(=S)n(-c3ccc(OC(F)F)cc3)c1=O)CCCCC2 | 6% | -0.9 | 29 | 0.9% | -21% | 1.5% | 7 | 3 | i | 39 | 3% | -2%
Cc1nn(-c2ccccc2)c(C)c1/C=N/NC(=O)c1cc(C23CC4CC(CC(C4)C2)C3)[nH]n1 | 1% | 8.4 | 64 | -0.3% | 21% | ? | 22 | 3 | i | -1 | -13% | 5%

Source: PubChem
